Source: PubChem BioAssay (several laboratories)
pCIP destab: p/CIP protein destabilization. Q05BA5. F442A p/CIP-EGFP cells, EGFP fluorescence, 16 h. decrease of EGFP signal, % at 10 µM. 0.01% of 290,000 active;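 active = EGFP signal decrease of at least 30% at 10 µM or well 3 SD below plate mean, unless failing retest; inactive = the rest, including hits failing retest or dose response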; note: some compounds called inactive have numbers as strong as hits; many of its hits are not listed in these tables
IDE act: activators of human insulin-degrading enzyme in cells | HEK cells, FAbeta-B cleavage, fluorescence polarization; 0% vehicle, 100% cell-free pure enzyme wells | activation, % at 5.96 µM | 0.073% of 340,000 active | AID 493087;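 active = activation above the mean of all tested compounds plus 3 SD, set per screening campaign, cut at about 17% in these data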
PfM18AAP inh: blocks P. falciparum M18 aspartyl aminopeptidase; inhibition, % at 7.35 µM; recombinant PfM18AAP, H-Glu-NHMec fluorogenic cleavage; 1.2% of 290,000 active;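 active = inhibition above the campaign mean inhibition over all tested compounds plus 3 SD, cut at about 28% in these data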;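 note: 0% = plate median of test compound wells and 100% = 2 mM ZnCl2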
MEKK2 WT-MEK5: raises or lowers MEK5 binding to wildtype human MEKK2 PB1 domain; Q9Y2U5; bead flow cytometry, Alexa488-MEK5 binding to MEKK2 WT; actives lie on both sides; binding response (% of control), % at 10 µM; 1.1% of 290,000 active; AID 1531; in the data active = binding response below about 67% or above about 130%
UBC9 SUMO inh: blocks human SUMOylation mediated by UBC9; 0.36% of 290,000 active; inhibition, % at 35 µM; HTRF SUMOylation assay, SAE1/SAE2 + UBC9, in vitro; AID 2006; P63279; in the data active = inhibition above about 50%, passing the limit was not always enough; note: strong numbers were not always called active
Target sequence (P63279 whole entry, looked up): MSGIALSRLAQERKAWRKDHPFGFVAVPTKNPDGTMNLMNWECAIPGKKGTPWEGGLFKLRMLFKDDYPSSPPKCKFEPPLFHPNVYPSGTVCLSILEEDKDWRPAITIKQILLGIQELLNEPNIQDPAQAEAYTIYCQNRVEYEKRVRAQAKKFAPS
MEKK3 PB1 HTS: raises or lowers MEK5 binding to the human MEKK3 PB1 domain. bead-based flow cytometry, Alexa488-MEK5 binding to MEKK3; actives lie on both sides; 0 = blocked by unlabeled MEK5, 100 = vehicle. binding response (% of control), % at 10 µM. 1.4% of 290,000 active. AID 1529;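 active = binding response more than 3 SD above or below the average of its plate-row segment, actives on both sides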;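 note: Alexa488 bead fluorescence after subtracting the streptavidin-only scavenger bead signal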
Target sequence (Q99759 whole entry, looked up, the tested form may be a part): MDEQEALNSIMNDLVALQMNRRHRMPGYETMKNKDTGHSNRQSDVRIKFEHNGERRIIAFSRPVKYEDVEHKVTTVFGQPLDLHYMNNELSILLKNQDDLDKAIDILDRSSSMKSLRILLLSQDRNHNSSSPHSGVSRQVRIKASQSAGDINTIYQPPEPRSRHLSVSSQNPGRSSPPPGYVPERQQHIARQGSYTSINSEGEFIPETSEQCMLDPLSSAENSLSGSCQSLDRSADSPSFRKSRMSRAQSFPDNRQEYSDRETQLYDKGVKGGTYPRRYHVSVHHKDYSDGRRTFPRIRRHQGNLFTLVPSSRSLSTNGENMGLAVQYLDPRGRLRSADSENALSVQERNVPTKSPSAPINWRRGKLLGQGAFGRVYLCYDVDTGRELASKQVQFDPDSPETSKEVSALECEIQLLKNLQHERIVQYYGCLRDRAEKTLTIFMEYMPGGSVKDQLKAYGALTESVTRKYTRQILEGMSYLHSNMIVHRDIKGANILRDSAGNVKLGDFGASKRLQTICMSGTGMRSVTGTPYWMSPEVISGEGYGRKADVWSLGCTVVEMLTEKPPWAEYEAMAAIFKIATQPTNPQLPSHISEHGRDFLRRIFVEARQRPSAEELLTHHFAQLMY
NALP1 yeast inh: blocks the NALP1 inflammasome reconstituted in yeast; S. cerevisiae NALP1/ASC/caspase-1 growth, X-gal OD620, 72 h; inhibition, % at 10 µM; 0.61% of 280,000 active; in the data active = inhibition mostly above about 24%, no sharp cut-off; inactive = mostly below about 32%; note: some compounds called inactive have numbers as strong as hits
MEKK2mut PB1 HTS: signal of MEK5 binding to mutant human MEKK2 PB1 domain | AID 1530 | bead flow cytometry, Alexa488-MEK5 binding to MEKK2 mutant | 0.35% of 290,000 active | percent response, % at 10 µM; in the data active = percent response above about 24%, passing the limit was not always enough; note: inactives centre near 1; some results filed as inactive read as strong as hits; reference of the scale not given here
IDE cell inh: inhibitors of human insulin-degrading enzyme in cells; P14735; HEK cells, FAbetaB cleavage, fluorescence polarization; inhibition, % at 5.59 µM; 0.41% of 320,000 active; AID 434962;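 active = percent inhibition above the average of all tested compounds plus 3 SD, set per screening campaign, cut at about 16% in these data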;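 note: IDE supplied by intact live HEK cells; FP after avidin binding of uncleaved biotin substrate so inhibition keeps polarization high; 0% = DMSO wells and 100% = 60 µM reference IDE inhibitor Ii1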
The depositor's hits bear a star; / = not tested or not shown; [ ] = dose if it differs, or a comment.

SMILES	pCIP destab	IDE act	PfM18AAP inh	MEKK2 WT-MEK5	UBC9 SUMO inh	MEKK3 PB1 HTS	NALP1 yeast inh	MEKK2mut PB1 HTS	IDE cell inh
O=C(Nc1ccc2nsnc2c1)N1CCCCC1	-10	1	7	108	52	104	-10	5	7
COc1cc2c(cc1OC)C(C(=O)Nc1cccc(C)n1)C(c1cccnc1)N(C)C2=O (stereo not given)	1	4	-7	100	-12	103	13	3	0
CCOc1ccc(OCc2ccc(C(=O)NCc3ccncc3)o2)cc1	0	-4	-1	101	14	99	-2	-2	0
CC(=O)NC1C(OCCOc2ccc(Cl)cc2Cl)OC(COC(C)=O)C(OC(C)=O)C1OC(C)=O (stereo not given)	-18	0	10	64	18	89	2	-56	1
COC(=O)CCCC(=O)NC1CCCc2c1cnn2-c1ccc(F)cc1F (stereo not given)	13	-4	1	106	9	99	-14	5	-6
O=C(c1ccccc1)N1N=C(C(F)(F)F)CC1(O)c1ccccc1 (stereo not given)	-11	5	-5	101	2	104	-1	6	2
Cc1cc(-c2nnc(-c3cccc(C(F)(F)F)c3)o2)no1	-10	-6	-4	89	1	92	-3	-16	1
COc1ccc(N2C(=O)CC(Sc3nc(C)cc(C)c3C#N)C2=O)cc1 (stereo not given)	-11	1	-8	-7.0*[inhibitor]	6	1.0*[inhibitor]	1	-3	-1
c1cncc(C(c2nnnn2C2CCCC2)N2CCN(Cc3ccc4c(c3)OCO4)CC2)c1 (stereo not given)	-9	3	7	108	7	102	7	4	-1
CCOC(=O)CSc1ncnc2c1sc1nc(N3CCOCC3)c3c(c12)CCCC3	-4	-3	-7	93	-13	82*[inhibitor]	-5	-12	2
C/C(CCc1oc2ccc(Cl)cc2c1-c1ccc(C)o1)=N\O	11	1	-11	100	-8	98	23	-4	7
CN1CCN(C(=O)CN(C2CCCCC2)S(=O)(=O)c2ccc(Br)cc2)CC1	-8	0	-2	106	2	104	18	6	3
CC(C)Sc1nc(O)c(Cc2ccccc2)c(=O)[nH]1	-11	5	8	94	21	94	9	-7	3
O=C(/C(=C/O)N=Nc1ccccc1)c1ccc(Cl)cc1	-5	-2	4	84	16	100	26*	-7	3
Cc1ccc(C)c(N2CCN(C(=O)Cc3c(C(=O)O)[nH]c4ccc(Cl)cc34)CC2)c1	-5	3	-12	89	8	93	11	-8	-3
NNC(=O)c1cc2cc(OC(F)(F)F)ccc2[nH]1	-14	4	-2	102	-17	102	-1	-1	1
N#C/C(=C/c1ccc(-c2ccccc2[N+](=O)[O-])o1)C(=O)NCCN1CCCCC1	-18	4	0	93	12	72	-3	-12	0
Cc1c(CN2CCCC(C)C2)c(O)n(CCO)c(=O)c1C#N (stereo not given)	-13	-2	1	99	21	101	0	-1	0
O=C(COC(=O)CNS(=O)(=O)c1ccc(F)c(F)c1F)NCCc1ccccc1	-3	-1	-2	110	13	108	15	6	0
CSc1ccc(CN(C)C(=O)CNC(=O)c2sc3ccccc3c2Cl)cc1	8	-1	5	107	4	106	-2	5	3
CCS(=O)(=O)c1nn2c(N)c(/C=C3/C=CC(=O)C(OC)=C3)c(=O)nc2s1	-58	-95	21	100	-4	99	-20	-2	24*
Fc1ccc(NC(=S)Nc2cc(Cl)ccc2Cl)cc1	-3	4	-3	107	12	115	15	0	-6
C=CCn1cc(/C=N\NC(=O)c2cc3c(ccc4ccccc43)o2)c2ccccc21	17	2	-6	91	26	93	-7	-7	1
COc1cccc(NC(=O)CC(c2ccc(OC(C)C)cc2)c2ccccc2OC)c1 (stereo not given)	-5	6	2	97	0	94	22	-1	-7
CC(C)CC(COCc1ccc(Cl)cc1)N1CCN(C(=O)c2ccc(C(F)(F)F)cc2)CCC1=O (stereo not given)	-2	4	4	97	-16	92	38	-2	7
COc1cnn(-c2ccccc2)c(=O)c1N(C)C	-5	3	-3	105	4	106	4	3	1
CC(C)(C)/C=N/NC(=O)C1CC1	-4	/	-4	92	-6	86	/	-26	4
CNC(=O)c1cc(C(=O)c2ccccc2C(F)(F)F)c[nH]1	-3	3	-12	110	-2	106	-9	4	-1
O=C(O)CCC(=O)N1c2ccccc2NC2=C(C(=O)CC(c3ccc(F)cc3)C2)C1c1ccc([N+](=O)[O-])o1 (stereo not given)	-4	9	12	92	3	96	17	-6	-4
CCCOc1c(Cl)cc(C(=O)Nc2ccc3c(c2)OCO3)cc1OCC	4	-4	-12	114	-20	107	31	6	1
COc1cc(NC(N)=S)c(OC)cc1Cl	-14	1	4	103	6	103	-17	-1	-4
Cc1cc(-n2c(C)cc(C(=O)CN3C(=O)NC4(CCCC4)C3=O)c2C)no1	5	-1	-17	103	2	104	35	5	-4
CCCN(CC(=O)Nc1ccc(C(C)=O)cc1)CC(=O)Nc1ccccc1C	-6	4	-3	105	-5	106	2	0	2
CCOC(=O)c1c(CSc2ccccc2)n(C)c2cc(Br)c(O)c(CN(C)C)c12	-4	12	12	122	-23	109	-9	8	2
Cc1cc2cc(CN(Cc3cccs3)S(=O)(=O)c3ccc4c(c3)OCCO4)c(=O)[nH]c2cc1C	-3	-2	-8	100	-12	77	28	0	4
Cc1c(Br)ccc(NC(=O)c2ccccc2[N+](=O)[O-])c1C	-12	4	1	103	16	106	-2	3	-1
CCNC(=O)C(=O)c1c(-c2ccccc2)[nH]c2ccccc12	5	-2	-4	93	6	98	0	-3	1
Cc1c(C(=O)N2CCCC2)sc(NC(=O)c2ccccc2)c1C#N	-7	-8	15	103	0	95	13	0	-5
CCOc1cccc(-c2nnc3sc(C4CCCCC4)nn23)c1	-5	-6	-5	96	25	100	-15	-5	-3
OCCC1CN(Cc2ccon2)CCN1Cc1ccc(F)c(F)c1 (stereo not given)	-3	2	-1	90	14	101	18	-10	1
COc1ccc(-c2cc(=O)c3cc(OC)ccc3[nH]2)cc1	4	1	3	80	11	70	21	3	3
Cc1ccc(C(=O)c2no[n+]([O-])c2C(=O)c2ccc(C)cc2)cc1	14	-4	2	100	2	103	91	1	2
O=c1oc2ccccc2c2c1C(c1ccc(Cl)cc1)Nc1ccc3ccccc3c1-2 (stereo not given)	8	-2	3	91	12	100	0	9	-3
Cc1ccc(COC(=O)c2cc([N+](=O)[O-])ccc2N2CCOCC2)cc1	-75	1	-5	100	18	100	7	4	-4
CCOC(=O)C1(CC2CCCCO2)CCN(C(=O)NCc2ccccc2)CC1 (stereo not given)	-4	2	-1	99	8	100	5	4	8
CCN(CC)c1ccc(S(=O)(=O)N2CCOCC2)cc1NC(=O)COC(=O)COc1ccccc1C	-7	7	1	100	-8	99	8	2	1
CSc1ccccc1C(=O)NCc1ccccc1	0	7	-4	100	5	103	12	-4	2
CCOC(=O)/C(C#N)=C/c1cccn1-c1ccc(Cl)cc1	-4	/	-15	92	29	93	30	-15	-2
CN1C(=O)NC(NC(=O)c2ccncc2)(C(F)(F)F)C1=O (stereo not given)	-3	3	-2	96	5	96	18	-2	3
Cc1ccc(C2CC(=O)NC(SCCC(C)C)=C2C#N)cc1 (stereo not given)	-4	4	-5	114	19	110	1	9	-3
O=C1c2ccccc2C(O)(c2ncc[nH]2)N1CCc1ccccc1 (stereo not given)	7	6	-5	106	10	105	31	3	-1
Cc1cccc(NC(=O)c2ccccc2[N+](=O)[O-])n1	1	-3	-5	97	-19	96	17	1	5
CC(C)C(=O)NNS(=O)(=O)c1ccccc1	8	-2	-1	102	15	102	7	7	2
O=C(CN1CCN(c2ccc(O)cc2)CC1)Nc1ccc(-c2ccccc2)cc1	-13	3	42*	101	-12	103	21	1	2
COc1ccc(C2C(C(C)=O)=C(O)C(=O)N2c2cccnc2)cc1OC (stereo not given)	1	3	4	97	-1	98	-2	-2	4
O=C(c1cc([N+](=O)[O-])ccc1N1CCCCC1)N1CCCCC1	13	-2	3	101	-16	97	20	4	1
CS(=O)(=O)N1CCC(C(=O)Nc2ccc3c(c2)OCCO3)CC1	-1	1	-3	106	0	105	18	6	-2
Cc1ccc(S(=O)(=O)NCC2CCC(C(=O)NC3CCCCC3)CC2)cc1 (stereo not given)	-8	0	-3	101	22	102	15	2	-1
COc1ccc(CN(C(=O)CSc2nnc(-c3ccc(F)cc3)o2)c2ccc(F)cc2)cc1	-5	1	0	103	0	107	14	6	3
C/C=C(/C)C(=O)Nc1cccc(C2=NOC3(C2)C[C@H](C(N)=O)N(C(=O)COc2ccc(Cl)cc2)C3)c1 (stereo not given in full)	-5	2	/	92	-5	96	9	5	0

(continued)
SMILES	pCIP destab	IDE act	PfM18AAP inh	MEKK2 WT-MEK5	UBC9 SUMO inh	MEKK3 PB1 HTS	NALP1 yeast inh	MEKK2mut PB1 HTS	IDE cell inh
Oc1ccc(-c2[nH]nc(-c3ccccc3)c2-c2nc3ccccc3[nH]2)cc1	-18	1	-2	102	-4	105	14	7	-6
COc1ccccc1OCC(=O)N/N=C/c1c(O)ccc2ccccc12	1	5	25	91	-6	97	-10	2	4
Cc1ccn2cc(C34CC5CC(CC(C5)C3)C4)nc2c1	-7	5	-4	102	3	99	17	-4	0
CC(C)S(=O)(=O)c1cnc(-c2ccccn2)nc1N	1	3	2	102	-7	99	-20	-1	-1
Clc1ccc(-c2nnc(SCc3ccon3)o2)c(Cl)c1	0	0	6	99	-6	101	7	2	-4
COc1ccc(C(=O)c2ccc(N3CCOCC3)c([N+](=O)[O-])c2)cc1	-12	8	2	86	6	93	-15	-14	2
COc1ccc(C)cc1N(CC(=O)Nc1cccnc1)S(=O)(=O)c1ccccc1	-17	-6	4	90	7	101	-4	-8	-3
O=C(NCCCN1CCCC1=O)Nc1ccc(Cl)cc1	/	7	-11	100	/	102	/	1	8
O=S(=O)(NCCSc1ccc(Cl)cc1)c1ccc(F)cc1	-2	8	1	103	8	103	2	1	0
CC(O)CNCCCOc1cccc(Oc2ccccc2)c1 (stereo not given)	-3	1	-4	97	16	89	29	-4	3
CN(C)S(=O)(=O)c1ccc(Cl)c(NC(=O)COC(=O)c2ccc3c(c2)NC(=O)CS3)c1	-12	2	4	92	17	100	-3	-7	-1
Cc1ccnc(SC2CC(=O)N(c3ccc(Cl)cc3)C2=O)n1 (stereo not given)	-1	3	-10	101	4	103	-13	10	/

Quoted from the listing.
pCIP destab, Cc1ccnc(SC2CC(=O)N(c3ccc(Cl)cc3)C2=O)n1 (stereo not given) reads -1
IDE cell inh, Cc1ccn2cc(C34CC5CC(CC(C5)C3)C4)nc2c1 reads 0

Carrying on.
SMILES	pCIP destab	IDE act	PfM18AAP inh	MEKK2 WT-MEK5	UBC9 SUMO inh	MEKK3 PB1 HTS	NALP1 yeast inh	MEKK2mut PB1 HTS	IDE cell inh
CC(=O)c1ccc(NC(=O)CCC(=O)OCC(=O)c2cccc([N+](=O)[O-])c2)cc1	4	-3	12	96	11	93	11	-3	5
CN(C)S(=O)(=O)c1ccc(C(=O)OC2CCOC2=O)cc1 (stereo not given)	-8	3	0	92	-7	95	9	-8	1
Cc1ccc(CCN2CC(C(=O)NCCCN3CCCCCC3)CC2=O)cc1 (stereo not given)	-12	2	1	138*	-1	95	26	21	6
CC1CCC(NC(=O)C2CC(=O)N(c3ccc(Cl)cc3)C2)CC1 (stereo not given)	-19	0	5	106	-6	105	-3	15	7
CCn1c(C)nc2cc(C(=O)N/N=C/c3ccc(O)c(O)c3O)ccc21	13	-4	47*	97	68*	98	-7	-1	/
CC1CCCN(C(=O)C2CCN(c3ncnc4c3nc3n4CCCCC3)CC2)C1 (stereo not given)	2	-3	1	104	-4	101	6	2	0
C=C(C)CN(CC)c1ccc(N2C(=O)CCCC2=O)cc1[N+](=O)[O-]	-14	1	11	97	-12	97	-1	2	2

Some of the compounds tested; the hit share may differ from the screen's.
